MEKK2mut PB1 HTS: signal of MEK5 binding to mutant human MEKK2 PB1 domain; 290,000 compounds, 0.35% hits; bead flow cytometry, Alexa488-MEK5 binding to MEKK2 mutant; percent response, % at 10 µM; in the data active means percent response above about 24%, passing the limit was not always enough; further: inactives centre near 1; some results filed as inactive read as strong as hits
GalR3 antag: blocks the human galanin receptor 3 | O60755 | HEK293 GalR3-CNG cAMP membrane potential fluorescence; galR3 body fused to GalR1 C-terminus | inhibition, % at 3 µM | 360,000 compounds, 0.44% hits;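 active means inhibition above the screen-wide average plus 3 SD, cut at about 13% in these data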;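 further: forskolin and galanin both at EC90 stimulate the cells; cAMP rise reported by CNG channel membrane potential dye signal; 0% = forskolin plus galanin with DMSO and 100% = forskolin alone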
Target sequence (O60755 1-299 limits assumed): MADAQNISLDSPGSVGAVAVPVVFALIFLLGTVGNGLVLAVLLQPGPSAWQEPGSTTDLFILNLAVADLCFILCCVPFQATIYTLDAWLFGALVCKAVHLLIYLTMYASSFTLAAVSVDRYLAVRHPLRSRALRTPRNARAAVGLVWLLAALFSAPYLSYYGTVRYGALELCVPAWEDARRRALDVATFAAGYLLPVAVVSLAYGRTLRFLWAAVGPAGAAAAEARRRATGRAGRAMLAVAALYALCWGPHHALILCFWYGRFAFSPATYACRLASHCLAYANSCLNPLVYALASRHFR
V1aR counter: activates human V1a receptor in oxytocin agonist counter-screen; AID 2797; CHO-V1R cells, Fluo-8 calcium fluorescence, agonist mode; 0% DMSO, 100% 3 nM vasopressin; 320,000 compounds, 0.25% hits; P37288; activation, % at 3 µM;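 active means activation above the mean activation of all tested compounds plus 3 SD, per screening run, cut at about 20% in these data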;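 further: signal is peak over basal fluorescence ratio across a 100 second FLIPR read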
Target sequence (P37288 whole entry, looked up): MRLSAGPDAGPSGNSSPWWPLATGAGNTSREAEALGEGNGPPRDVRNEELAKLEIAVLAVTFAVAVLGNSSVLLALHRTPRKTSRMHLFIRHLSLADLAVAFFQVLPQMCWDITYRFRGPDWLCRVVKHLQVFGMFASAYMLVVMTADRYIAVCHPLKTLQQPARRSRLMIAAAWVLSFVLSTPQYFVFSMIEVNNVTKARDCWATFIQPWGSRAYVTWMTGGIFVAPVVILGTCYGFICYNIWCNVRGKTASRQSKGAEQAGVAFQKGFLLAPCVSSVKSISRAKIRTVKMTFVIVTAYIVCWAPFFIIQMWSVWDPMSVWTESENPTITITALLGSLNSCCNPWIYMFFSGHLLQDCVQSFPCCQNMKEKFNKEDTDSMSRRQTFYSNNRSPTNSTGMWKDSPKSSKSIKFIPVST
GPR7 antagonist: antagonists of human GPR7 (neuropeptides B/W receptor 1). GPR7-expressing cells, fluorescence antagonist assay. inhibition, % at 4.4 µM. 290,000 compounds, 1.1% hits. AID 1861; in the data active means inhibition above about 16%, passing the limit was not always enough;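 further: cells stimulated with the agonist NPW; 0% = agonist with vehicle and 100% = vehicle without agonist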
Target sequence (P48145 whole entry, looked up): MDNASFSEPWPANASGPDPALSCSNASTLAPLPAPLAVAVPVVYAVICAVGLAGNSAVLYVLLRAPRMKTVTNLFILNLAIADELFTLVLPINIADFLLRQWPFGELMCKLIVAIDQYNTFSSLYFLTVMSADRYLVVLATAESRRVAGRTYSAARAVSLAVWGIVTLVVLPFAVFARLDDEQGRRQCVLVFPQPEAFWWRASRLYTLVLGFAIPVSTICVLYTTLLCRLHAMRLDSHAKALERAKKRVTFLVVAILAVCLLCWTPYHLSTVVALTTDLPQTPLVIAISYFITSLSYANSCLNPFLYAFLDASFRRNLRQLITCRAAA
MEKK2 WT-MEK5: raises or lowers MEK5 binding to wildtype human MEKK2 PB1 domain; Q9Y2U5; bead flow cytometry, Alexa488-MEK5 binding to MEKK2 WT; actives lie on both sides; binding response (% of control), % at 10 µM; 290,000 compounds, 1.1% hits; in the data active means binding response below about 67% or above about 130%
NALP1 inh: inhibitors of NALP1 inflammasome in yeast | S. cerevisiae NALP1/ASC/caspase-1 growth, X-gal OD620, 72 h | inhibition, % at 10 µM | 280,000 compounds, 0.61% hits | AID 2071; in the data active means inhibition mostly above about 24%, no sharp cut-off; inactive means mostly below about 32%; further: some compounds called inactive have numbers as strong as hits
OXTR potentiator: human OXTR potentiation; P30559; activation, % at 3 µM; AID 2445; 320,000 compounds, 0.061% hits; CHO-OTR cells, Fluo-8 calcium fluorescence, potentiator mode; 0% = oxytocin EC15, 100% = EC100;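 active means activation above that plate's cutoff, the mean activation of tested compounds plus 3 SD, cut at about 6.6% in these data, passing the limit was not always enough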;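 further: 100% uses oxytocin at 75 nM as the full agonist control; some results filed as inactive read as strong as hits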
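System: human OTR in CHO cells / Also added: sub-maximal oxytocin, roughly EC15 / Control set: EC15 oxytocin low, 75 nM oxytocin high / Schedule: 6 min compound pre-incubation at room temperature, 100 s kinetic read / Compound: single-point 3.0 µM / Replication: singlicate / Technique: Fluo-8 calcium dye fluorescence / Read-out basis: % activation of max/min ratio relative to oxytocin controls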
M18AAP inhibitor: blocks P. falciparum M18 aspartyl aminopeptidase | recombinant PfM18AAP, H-Glu-NHMec fluorogenic cleavage | AID 1822 | 290,000 compounds, 1.2% hits | inhibition, % at 7.35 µM;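 active means inhibition above the campaign mean inhibition over all tested compounds plus 3 SD, cut at about 28% in these data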;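 further: 0% = plate median of test compound wells and 100% = 2 mM ZnCl2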
OXTR ag: activates the human oxytocin receptor; 320,000 compounds, 0.32% hits; CHO-OTR cells, Fluo-8 calcium fluorescence; normalized: DMSO 0%, oxytocin 100%; activation, % at 3 µM;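 active means activation above the mean of all tested compounds plus 3 SD, cutoff set per screening run, cut at about 20% in these data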;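 further: peak over basal fluorescence ratio from a 100 s FLIPR kinetic read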
* = called active by the depositor; nt = no result given.

SMILES | MEKK2mut PB1 HTS | GalR3 antag | V1aR counter | GPR7 antagonist | MEKK2 WT-MEK5 | NALP1 inh | OXTR potentiator | M18AAP inhibitor | OXTR ag
Cn1c(=O)c2c(ncn2CC(=O)N/N=C/c2cn[nH]c2-c2ccc(F)cc2)n(C)c1=O | 0 | -4 | -0.1 | 2 | 109 | 5 | -21 | 6 | -0.3
O=C(CN(Cc1cccs1)C(=O)CCC(=O)Nc1ccccn1)NCc1ccccc1 | -9 | 2 | -0.6 | 1 | 86 | -4 | -6 | -5 | -0.8
CC(=O)C1=C(C)N(c2ccccc2)C(=O)C1(NS(=O)(=O)c1ccc(N)cc1)C(F)(F)F (stereo not drawn) | -4 | -6 | 8.3 | -12 | 94 | -12 | 0 | -2 | 0.8
O=C(CN(Cc1ccccc1)C(=O)CNS(=O)(=O)c1ccc(F)cc1)NCc1ccco1 | 2 | -5 | 6.8 | -1 | 99 | 3 | -9 | -3 | -0.3
O=Nc1c2cc(-c3ccccc3)[nH]nc-2c2ccccc12 | -3 | -4 | nt | -1 | 98 | 27 | nt | 0 | nt
CCn1c(SCC(=O)NC2CC2)nnc1-c1ccc(F)cc1 | -4 | 4 | 0.5 | -12 | 100 | 5 | -3 | -6 | -0.6
O=C(N/N=C/c1ccc2c(c1)OCO2)C(=O)Nc1ccccc1Cl | 4 | 4 | nt | -2 | 103 | 9 | nt | 3 | nt
O=C(COc1cc2oc(=O)c3c(c2cc1Cl)CCCC3)N1C[C@H]2C[C@@H](C1)c1cccc(=O)n1C2 | 3 | 8 | -0.1 | -13 | 102 | 33 | 2 | 4 | -0.8
Cc1c(C(=O)NNC(=O)c2ccncc2)oc2ccccc12 | nt | -3 | 1.3 | nt | nt | nt | 0 | nt | 0.6
Cc1ccc(S(=O)(=O)NCc2ccc(C(=O)NC3CCCCC3)cc2)cc1 | 2 | -10 | 0.5 | -19 | 102 | 24 | -4 | -8 | -0.2

Part of the list above, with each value named.
> CCn1c(SCC(=O)NC2CC2)nnc1-c1ccc(F)cc1
  MEKK2mut PB1 HTS: -4	GalR3 antag: 4	V1aR counter: 0.5	GPR7 antagonist: -12	MEKK2 WT-MEK5: 100	NALP1 inh: 5	OXTR potentiator: -3	M18AAP inhibitor: -6	OXTR ag: -0.6
> O=C(N/N=C/c1ccc2c(c1)OCO2)C(=O)Nc1ccccc1Cl
  MEKK2mut PB1 HTS: 4	GalR3 antag: 4	V1aR counter: nt	GPR7 antagonist: -2	MEKK2 WT-MEK5: 103	NALP1 inh: 9	OXTR potentiator: nt	M18AAP inhibitor: 3	OXTR ag: nt

Continued.
SMILES | MEKK2mut PB1 HTS | GalR3 antag | V1aR counter | GPR7 antagonist | MEKK2 WT-MEK5 | NALP1 inh | OXTR potentiator | M18AAP inhibitor | OXTR ag
CCCNc1c(N)c(=O)c1=O | 0 | -6 | 0.8 | -3 | 101 | nt | 1 | -9 | 0.5
CCOc1ccc(N2C(=O)C3ON(c4ccccc4)C(c4cccs4)C3C2=O)cc1 (stereo not drawn) | -4 | 9 | 0.2 | -1 | 96 | 8 | -10 | -5 | -1.1
Cc1ccc(N2CCN(/N=C/C3=C(N4CCOCC4)C(=C\c4ccccc4)/CC3)CC2)cc1 | 0 | nt | 0.7 | -7 | 88 | nt | 3 | 1 | 0.7
O=C(N/N=C/c1ccsc1)c1c[nH]c2ccccc12 | -1 | 0 | 0.5 | -16 | 98 | 7 | -1 | -13 | -0.3
CSc1ccc(CNCCCN(C)C)cc1 | 6 | 0 | 0.3 | -4 | 105 | 0 | -5 | 4 | 1.6
COc1ccc2c(c1)SC(C)CC2=O (stereo not drawn) | 11 | -3 | -0.5 | -9 | 107 | 30 | -16 | -13 | -1.8
COc1cc(/C=C(\C#N)C(=O)Nc2ccc(C(=O)O)cc2)ccc1OC(=O)c1cccc(F)c1 | -4 | -6 | 0.2 | 31* | 93 | -23 | 0 | 2 | -1.8
CCOC(=O)c1nc(Nc2ccc(C(=O)O)cc2)c2ccccc2n1 | 9 | 1 | 0.4 | -13 | 110 | -1 | -6 | -3 | 1.1
c1ccc(N/N=C(\Cc2nc3ccccc3[nH]2)c2ccccc2)cc1 | 14 | -1 | -1.3 | -9 | 104 | 14 | -8 | 3 | -1.4
COC(=O)c1ccccc1NC(=O)COC(C)=O | 7 | -5 | 0.2 | -10 | 105 | -19 | -11 | 8 | -1.0
O=C1CCCN1c1cc(Cl)cc(Cl)c1 | -1 | -4 | -0.3 | 2 | 109 | -18 | -10 | 1 | -0.9
CCOc1ccc2nc(SCC(=O)N3CCCCCC3)c(C#N)cc2c1 | 6 | -3 | -0.7 | -8 | 101 | 15 | -3 | -10 | -1.4
C=CCOc1c(Br)cc(CNc2ccc(NC(=O)CCC)cc2)cc1OCC | 5 | -3 | -0.1 | -4 | 107 | -1 | 3 | -6 | -1.4
CC1CCN(C(=O)c2ccccc2SCC(=O)NCC2CCCCC2)CC1 | nt | -2 | -0.8 | nt | nt | nt | -1 | nt | -2.3
O=C(CSc1nc2ncc(Cl)cc2[nH]1)NCC(=O)Nc1ccc(F)c(F)c1F | -2 | 11 | -0.6 | -4 | 104 | 17 | -4 | -13 | 0.0
Cc1ccc(C(C)C)c(OCc2nnc3n2CCCCC3)c1 | -2 | -4 | -1.1 | 5 | 96 | -6 | -15 | 4 | -2.1
COCCCNc1oc(-c2ccccc2Cl)nc1C#N | -3 | -2 | -0.6 | -13 | 94 | 15 | -2 | 1 | -0.6
CCOC(=O)N1CCN(C(=O)Cc2ccc(-n3c(=O)[nH]c4ccccc4c3=O)cc2)CC1 | 0 | -2 | 0.2 | -15 | 88 | 6 | -11 | -3 | 0.6
CCCCCCCCNC(=O)CC(NS(=O)(=O)c1ccc(NC(C)=O)cc1)C(C)C (stereo not drawn) | -3 | 2 | 1.1 | -6 | 89 | 1 | -3 | 0 | -2.2
CC(=O)NS(=O)(=O)c1ccc(N2C(=O)CC(Sc3nccc(C)n3)C2=O)cc1 (stereo not drawn) | 0 | -9 | 0.6 | 8 | 102 | -1 | -3 | -25 | 4.6
COc1ccc(CNC(=O)c2ccc3oc(C(C)C)nc3c2)cc1 | -4 | 1 | nt | -8 | 102 | 11 | nt | 0 | nt
Cc1nc(C)c(C(=O)C2=C(O)C(=O)N(CCN(C)C)C2c2ccco2)s1 (stereo not drawn) | -2 | -5 | 0.6 | -9 | 95 | -8 | -2 | 5 | -0.7
CCOc1ccc(NC(=O)COC(=O)c2cc(C)oc2C)cc1 | nt | -7 | -0.4 | nt | nt | nt | 1 | nt | -0.5
COc1cccc(/C=N/N2CCN(c3ccccc3OC)CC2)c1 | 2 | -5 | -0.8 | -2 | 106 | 44 | -5 | -5 | -1.5
CCN(CC)C(=O)COc1ccc(-c2nnc(N3CCCCC3)c3ccccc23)cc1 | 4 | 1 | 2.4 | -18 | 106 | 4 | -8 | -7 | -1.3
Cc1[nH]c2ccccc2c1C(c1ccncc1)N1CCCCC1 (stereo not drawn) | -12 | -7 | 0.1 | 5 | 82 | 1 | 7 | 5 | -0.1
Cc1noc(C)c1COC(=O)CCCOc1ccc(Cl)cc1Cl | 5 | -1 | -1.0 | 2 | 105 | 18 | -11 | -1 | -1.9
COc1ccc(Br)cc1C(=O)N/N=C/c1ccc2c(c1)n(C)c(=O)n2C | -2 | -1 | -0.3 | -7 | 95 | 0 | -2 | -6 | -0.3
CCOC(=O)Cn1nc(/C=C/c2ccc(C)cc2)ccc1=O | 1 | -3 | 3.1 | -8 | 99 | 40 | -13 | -1 | 2.1
Cc1ccc2nc(Nc3ccc(Cl)cc3)c3nncn3c2c1 | 0 | 2 | -0.5 | -12 | 95 | 10 | -17 | -3 | 0.1
O=C(NC1CCCCC1)C(c1ccc2ncccc2c1)N(Cc1ccc(F)cc1)C(=O)c1cccs1 (stereo not drawn) | 4 | -13 | -1.8 | 12 | 99 | nt | -5 | -2 | -1.0
CCn1c(SC(C)C)nnc1C1CCN(S(=O)(=O)c2ccc(OC)cc2)CC1 | -1 | -3 | 1.2 | -2 | 97 | -12 | -6 | 5 | 0.9
O=C(NC(Cc1c[nH]c2ccccc12)C(=O)O)c1ccc2c(c1)OCO2 (stereo not drawn) | 1 | -4 | 1.0 | -17 | 101 | 12 | 8 | 2 | 0.2
CC1(C)Cc2nc3oc4c(=O)n(CC(=O)Nc5cccc(Cl)c5)cnc4c3cc2CO1 | -1 | -5 | 0.7 | -10 | 99 | nt | -4 | 5 | 0.5
CCCc1ccc(OCc2nc(-c3ccc(NC(=O)c4cccs4)cc3)no2)cc1 | -3 | -5 | -0.1 | -3 | 91 | 26 | -2 | -1 | 0.0
O=[N+]([O-])c1ccccc1Oc1ccccc1Cl | -1 | -6 | -1.2 | 5 | 106 | 22 | 2 | 3 | -2.0
Cc1ccnc(NC(c2ccncc2)c2c(C)[nH]c3ccccc23)c1 (stereo not drawn) | 16 | -3 | -0.9 | -2 | 132 | 22 | 1 | -5 | -1.8
COc1ccccc1CN(C)C(=O)CN1CCN(S(=O)(=O)c2ccc3c(c2)OCCCO3)CC1 | nt | -2 | 1.3 | nt | nt | nt | -3 | nt | 0.3
Cn1c(SCCN2CCCC2)nnc1C1CCN(S(=O)(=O)c2cccc(F)c2)CC1 | -4 | -7 | 0.7 | -3 | 99 | 11 | -6 | -3 | 0.8
Cc1cccc(OCC(=O)NC(=S)NNC(=O)c2ccncc2)c1 | -3 | -1 | 2.4 | -3 | 103 | 4 | -15 | 45* | -0.6
NC(=O)NCC12CC3CC(CC(C3)C1)C2 | 13 | -6 | 0.8 | -3 | 105 | 2 | -7 | 0 | 0.1
Cc1cccc(C)c1NC(=O)CCS(=O)(=O)c1ccc(Br)cc1 | 0 | -10 | -0.7 | -17 | 98 | 8 | -16 | 1 | -1.6
Cc1cc(C(=O)CSc2ncccn2)c(C)n1Cc1ccco1 | -1 | 6 | 0.3 | -4 | 110 | 17 | -11 | 2 | 0.4
CC1C(=O)N2CCCc3cc(NC(=O)c4ccccc4F)cc1c32 (stereo not drawn) | nt | -4 | 1.2 | nt | nt | nt | 7 | nt | -0.7
Clc1ccc(/C=N/c2c(-c3ccc(Cl)cc3)nc3n2CCS3)cc1 | 1 | 4 | -0.3 | -11 | 96 | -6 | 2 | 1 | 0.0
COc1ccc(S(=O)(=O)Nc2cc(C)on2)cc1 | -2 | -1 | 0.9 | -14 | 98 | 20 | -5 | 3 | 0.5
Cc1cccc(Oc2ncnc3onc(C)c23)c1 | 0 | 0 | -0.6 | -13 | 110 | 27 | -4 | 3 | -0.9
C/C(CCN1CCc2nc(-c3ccccc3)c(-c3ccccc3)cc2C1)=N\OC[C@@H](C)[C@H](OCc1ccccc1)C(C)C | 11 | nt | -0.7 | -21 | 112 | 24 | -18 | -6 | -1.5
O=C(COC(=O)c1ccccc1Br)NC1CCCC1 | -1 | -9 | 0.1 | -17 | 99 | 20 | 0 | -1 | 1.4
CC1(C)C(=O)Nc2ccccc2N1C(=O)COC(=O)c1cc(S(=O)(=O)N2CCOCC2)ccc1F | 1 | 39* | -0.1 | -16 | 96 | 7 | -13 | -13 | -0.2
CCN(CC)c1nc(Oc2ccc(C(=O)NN)cc2)nc(Oc2ccc(C(=O)NN)cc2)n1 | 6 | -7 | nt | -25 | 103 | 3 | nt | 3 | nt

High-throughput results from PubChem BioAssay.
